GalR3 antag: GalR3 antagonists in HEK293 cells, primary screen, cell-based, fluorescence readout | HEK293 GalR3-CNG cAMP membrane potential fluorescence; galR3 body fused to GalR1 C-terminus | hit rate 0.44% among 360,000 | Galanin receptor type 3 (Homo sapiens), O60755 | inhibition, % at 3 µM;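 active = inhibition above the screen-wide average plus 3 SD, cut at about 13% in these data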;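 note: forskolin and galanin both at EC90 stimulate the cells; cAMP rise reported by CNG channel membrane potential dye signal; 0% = forskolin plus galanin with DMSO and 100% = forskolin alone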
IDE cell activ: human IDE activators in live cells, primary screen, fluorescence polarization, HEK cells, FAbeta-B substrate | Insulin-degrading enzyme (Homo sapiens), P14735 | activation, % at 5.96 µM | hit rate 0.073% among 340,000 | FAbeta-B cleavage; 0% vehicle, 100% cell-free pure enzyme wells;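 active = activation above the mean of all tested compounds plus 3 SD, set per screening campaign, cut at about 17% in these data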
MEKK3 PB1 HTS: modulators of MEKK3-MEK5 PB1 binding, primary screen, biochemical, wildtype MEKK3, multiplex bead flow cytometry, Alexa488-MEK5; Mitogen-activated protein kinase kinase kinase 3 (Homo sapiens), Q99759; bead-based flow cytometry, Alexa488-MEK5 binding to MEKK3; actives lie on both sides; 0 = blocked by unlabeled MEK5, 100 = vehicle; binding response (% of control), % at 10 µM; hit rate 1.4% among 290,000;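 active = binding response more than 3 SD above or below the average of its plate-row segment, actives on both sides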;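 note: Alexa488 bead fluorescence after subtracting the streptavidin-only scavenger bead signal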
CRFBP-R2 block: antagonists of CRF-BP/CRF-R2 complex, primary screen, cell-based, HEK293, calcium dye fluorescence, uHTS. inhibition, % at 11.8 µM. AID 588475, 2011. CRF-induced calcium fluorescence. hit rate 0.59% among 350,000;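 active = inhibition of the ligand-induced calcium signal above about 50% at the single tested concentration, limit read from the data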
pCIP destab: p/CIP-EGFP fusion destabilizers, primary screen, fluorescence, F442A cells; Q05BA5; 16 h; decrease of EGFP signal, % at 10 µM; hit rate 0.01% among 290,000; AID 1984, 2009;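 active = EGFP signal decrease of at least 30% at 10 µM or well 3 SD below plate mean, unless failing retest; inactive = the rest, including hits failing retest or dose response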; note: some compounds called inactive have numbers as strong as hits; many of its hits are not listed in these tables
Target sequence (Q05BA5 1-1403): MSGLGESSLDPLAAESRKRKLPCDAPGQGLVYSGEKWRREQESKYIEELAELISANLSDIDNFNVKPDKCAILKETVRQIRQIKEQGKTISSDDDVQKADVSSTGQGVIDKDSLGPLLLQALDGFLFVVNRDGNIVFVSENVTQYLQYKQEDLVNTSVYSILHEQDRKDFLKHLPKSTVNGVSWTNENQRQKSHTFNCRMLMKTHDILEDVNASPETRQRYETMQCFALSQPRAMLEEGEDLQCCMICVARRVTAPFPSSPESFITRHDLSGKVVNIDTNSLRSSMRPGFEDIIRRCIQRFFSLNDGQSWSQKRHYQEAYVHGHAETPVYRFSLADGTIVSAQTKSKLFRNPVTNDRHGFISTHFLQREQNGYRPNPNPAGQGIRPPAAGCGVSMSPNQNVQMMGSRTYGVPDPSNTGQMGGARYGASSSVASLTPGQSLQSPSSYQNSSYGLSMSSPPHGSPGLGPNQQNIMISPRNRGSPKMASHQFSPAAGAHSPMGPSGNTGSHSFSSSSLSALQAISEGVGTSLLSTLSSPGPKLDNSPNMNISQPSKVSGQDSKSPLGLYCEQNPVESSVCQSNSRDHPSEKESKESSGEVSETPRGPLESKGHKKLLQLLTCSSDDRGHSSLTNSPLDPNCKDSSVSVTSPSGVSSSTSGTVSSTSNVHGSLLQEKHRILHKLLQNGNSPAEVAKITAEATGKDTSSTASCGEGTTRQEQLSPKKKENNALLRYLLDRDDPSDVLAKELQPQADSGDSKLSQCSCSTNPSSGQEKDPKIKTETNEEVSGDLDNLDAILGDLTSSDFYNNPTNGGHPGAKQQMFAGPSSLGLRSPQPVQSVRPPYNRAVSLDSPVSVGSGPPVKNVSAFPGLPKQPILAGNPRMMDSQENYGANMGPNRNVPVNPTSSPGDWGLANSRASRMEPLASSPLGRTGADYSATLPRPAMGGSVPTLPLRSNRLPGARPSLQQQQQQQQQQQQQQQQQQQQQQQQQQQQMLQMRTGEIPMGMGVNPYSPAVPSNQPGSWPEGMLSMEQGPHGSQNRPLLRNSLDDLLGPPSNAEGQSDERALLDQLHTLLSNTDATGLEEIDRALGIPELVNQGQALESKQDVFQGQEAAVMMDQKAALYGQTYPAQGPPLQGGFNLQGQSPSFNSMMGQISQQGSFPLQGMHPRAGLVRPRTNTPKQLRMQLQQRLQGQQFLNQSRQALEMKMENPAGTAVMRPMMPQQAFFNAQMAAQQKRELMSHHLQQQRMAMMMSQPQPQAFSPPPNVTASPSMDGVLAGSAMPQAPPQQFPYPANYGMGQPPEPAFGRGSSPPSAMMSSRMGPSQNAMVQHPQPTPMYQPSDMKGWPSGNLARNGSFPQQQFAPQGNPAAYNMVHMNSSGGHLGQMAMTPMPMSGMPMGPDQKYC
CRFBP-R2 agonist: agonists of CRF-BP/CRF-R2 complex, primary screen, cell-based, HEK293, calcium dye fluorescence, uHTS | activation, % at 13.2 µM | calcium dye fluorescence (FLIPR); percent of saturating CRF peptide response | hit rate 0.46% among 350,000 | CRF-binding protein / CRF receptor 2 complex (human);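 active = activation of at least 50%, plus an integration ratio under a set limit after plate pattern correction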;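 note: plate controls were neutral control wells without compound for no effect and CRF at EC100 for full effect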
PHOSPHO1 block: PubChem AID 1565; recombinant PHOSPHO1, absorbance phosphatase assay; inhibition, % at 13.3 µM; hit rate 1.1% among 290,000; in the data active = inhibition above about 60%
IDE inh: human IDE inhibitors in live cells, primary screen, fluorescence polarization, HEK cells, FAbetaB substrate. AID 434962, 2010. hit rate 0.41% among 320,000. inhibition, % at 5.59 µM. FAbetaB cleavage. Insulin-degrading enzyme (Homo sapiens), P14735;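 active = percent inhibition above the average of all tested compounds plus 3 SD, set per screening campaign, cut at about 16% in these data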;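 note: IDE supplied by intact live HEK cells; FP after avidin binding of uncleaved biotin substrate so inhibition keeps polarization high; 0% = DMSO wells and 100% = 60 µM reference IDE inhibitor Ii1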
CHRM4 PAM: human M4 muscarinic receptor positive allosteric modulators, primary screen, CHO-K1 cells, Fluo-8 calcium fluorescence. Muscarinic acetylcholine receptor M4 (Homo sapiens), P08173. CHO-K1 hM4/Gqi5, ACh EC20; 0% = ACh EC20, 100% = maximal ACh. activation, % at 3 µM. hit rate 0.4% among 360,000;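 active = activation above its plate's cutoff, the mean activation of sample wells plus 3 SD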; note: some results filed as inactive read as strong as hits
Active calls of the source: *; . = no result given.

SMILES	GalR3 antag	IDE cell activ	MEKK3 PB1 HTS	CRFBP-R2 block	pCIP destab	CRFBP-R2 agonist	PHOSPHO1 block	IDE inh	CHRM4 PAM
O=c1cc(-c2ccc(O)cc2)oc2cc(O)cc(O)c12	5	4	108	7	.	2.8	.	1	3
CCOc1ccc(C(=O)N2CCCC2)cc1	-1	3	94	11	8	-3.5	-3	0	1
Cc1ccccc1OCCC(=O)OCC(=O)NCCc1ccccc1	-1	1	.	0	.	-0.1	.	1	5
CC/C(=N\NC(=O)c1c[nH]c2ccccc12)c1cccs1	-1	7	104	-2	9	-0.7	-1	-1	10
CC(C)C1C(=O)N(Cc2cn(CCC3OCCO3)nn2)CCS(=O)(=O)N1Cc1ccc(-c2cccc(N(C)C)c2)cc1 (stereo unspecified)	-8	.	.	-1	.	-0.8	.	.	5
N#Cc1c2n(c3c(=S)nc[nH]c13)CCCCC2	-3	0	96	-3	-14	2.9	96*	0	4
O=C(NCc1ccc2c(c1)OCO2)c1ccccn1	-4	2	105	1	9	-0.9	-1	-1	-7
COc1ccccc1C(=O)N/N=C(\C)c1cccnc1	0	3	.	4	.	-1.4	.	0	-1
CC(=O)c1ccc(NC(=O)COc2ccc3c(c2)OCO3)cc1	-5	9	94	16	6	0.5	28	4	5
CC1=CC(=C(C#N)c2nc3ccccc3s2)C=C(C)N1Cc1ccco1	-3	-2	98	-32	-25	44	9	5	0
COc1ccc(-c2cc3nc(-c4ccccc4)cc(N4CCN(C(=O)c5ccsc5)CC4)n3n2)cc1	-4	.	.	2	.	4.7	.	.	-2
O=C(NCc1cccs1)C(=O)NCC1OCCCN1S(=O)(=O)c1cc(F)ccc1F (stereo unspecified)	0	6	97	5	9	-2.0	32	-4	3
C=C(C)COC(=O)C1CC2OC2CC1C(=O)OCC(=C)C (stereo unspecified)	-4	0	.	2	.	-0.3	.	.	-2
COc1ccccc1N1CCN(C(=O)c2cc(-c3ccc4c(c3)OCO4)on2)CC1	.	6	103	6	-9	0.1	24	-1	-8
Cn1c(=O)c2c(SCC(=O)Nc3ccccc3F)nc(C3CC3)nc2n(C)c1=O	3	3	100	-1	-1	-0.5	38	-3	-1
Cc1ccc(N2C(=O)C3C(C(=O)c4ccccc4)=NN(c4ccccc4)C3C2=O)cc1 (stereo unspecified)	-2	-6	101	-86	-20	90*	-32	3	-1
COc1ccc(C2=CSC3=C(C(=O)c4cccc(S(=O)(=O)N(C)C)c4)CCN23)cc1	-1	-2	99	-3	20	-0.3	56	3	-9
Cc1nn(C(=O)CCC(=O)NCc2cccc(F)c2)c2ccccc12	-7	-1	100	4	-8	0.7	14	-3	-2
Cc1ccc(NC(=O)C(=O)NCC2CCCO2)cc1 (stereo unspecified)	-4	1	101	9	-22	0.5	26	0	9
C/C(CC(=O)Nc1c(C)cc(C)cc1C)=N\NC(=O)Cc1ccccc1	-7	6	101	-5	3	-0.6	46	-3	-5

Pulled one by one from the list above (7):
SMILES	GalR3 antag	IDE cell activ	MEKK3 PB1 HTS	CRFBP-R2 block	pCIP destab	CRFBP-R2 agonist	PHOSPHO1 block	IDE inh	CHRM4 PAM
Cc1ccc(NC(=O)C(=O)NCC2CCCO2)cc1 (stereo unspecified)	-4	1	101	9	-22	0.5	26	0	9
N#Cc1c2n(c3c(=S)nc[nH]c13)CCCCC2	-3	0	96	-3	-14	2.9	96*	0	4
Cc1ccc(N2C(=O)C3C(C(=O)c4ccccc4)=NN(c4ccccc4)C3C2=O)cc1 (stereo unspecified)	-2	-6	101	-86	-20	90*	-32	3	-1
C=C(C)COC(=O)C1CC2OC2CC1C(=O)OCC(=C)C (stereo unspecified)	-4	0	.	2	.	-0.3	.	.	-2
O=C(NCc1cccs1)C(=O)NCC1OCCCN1S(=O)(=O)c1cc(F)ccc1F (stereo unspecified)	0	6	97	5	9	-2.0	32	-4	3
CC(=O)c1ccc(NC(=O)COc2ccc3c(c2)OCO3)cc1	-5	9	94	16	6	0.5	28	4	5
CCOc1ccc(C(=O)N2CCCC2)cc1	-1	3	94	11	8	-3.5	-3	0	1

Other compounds.
SMILES	GalR3 antag	IDE cell activ	MEKK3 PB1 HTS	CRFBP-R2 block	pCIP destab	CRFBP-R2 agonist	PHOSPHO1 block	IDE inh	CHRM4 PAM
Cc1ccc(NC2=CC(=O)CC(C)(C)C2)cc1C	-4	-14	103	5	3	0.3	10	5	0
COCCN(CCOC)C(=O)c1ccc(NS(=O)(=O)c2ccc3[nH]c(=O)[nH]c3c2)cc1	-3	3	94	-13	-3	2.5	37	1	8
Fc1ccccc1-c1cc2ccccc2cn1	-5	6	.	1	.	-0.9	.	3	5
O=C(c1ccccc1Cc1ccccc1)N1CCN(S(=O)(=O)c2ccccc2)CC1	-1	-3	102	-4	-6	-0.7	-14	-1	0
COc1ccc(S(=O)(=O)N2CCN(C(=O)[C@@H]3CCCN3C(=O)c3cccs3)CC2)cc1	-5	2	.	2	.	0.0	.	.	4
Cc1cc(C(N)=O)nn1-c1c(Cl)cc(Cl)cc1Cl	-5	0	70	-10	-4	0.2	40	2	12
Cn1c(N)c(C(=O)COC(=O)CSc2ccc(Cl)cc2)c(=O)n(C)c1=O	-5	-5	98	16	-9	1.6	-42	1	-5
CC(C)Cn1c(=S)[nH]c2cc(Cl)ccc21	7	6	108	-6	5	-2.6	-2	-1	-1
O=C(NCC1CCCO1)c1cc(-c2ccccc2F)no1 (stereo unspecified)	-7	5	101	8	-4	-0.7	38	-1	-1
COc1cccc(NC(=O)CN2C(=O)NC(C)(CC(C)C)C2=O)c1 (stereo unspecified)	-1	2	110	5	6	1.1	16	-4	7
O=C(NCC1CCCO1)c1ccc2nc(N3CCCCC3)sc2c1 (stereo unspecified)	3	-1	114	13	-14	-1.6	-9	1	-2
CCOc1ccc(NC(=S)N2CCN(S(C)(=O)=O)CC2)cc1	3	1	101	-3	-3	-0.6	28	.	0
COCc1cc(=O)[nH]c(-c2ccccc2OC(F)(F)F)n1	0	-2	102	5	3	-0.5	12	2	-6
NS(=O)(=O)c1ccc(NC(=O)CCCCC(=O)Nc2ccc(S(N)(=O)=O)cc2)cc1	-9	0	97	9	-5	-0.4	36	1	2
Cc1cc(F)ccc1S(=O)(=O)Nc1nc2ccccc2nc1Cl	-6	5	104	21	1	-0.8	32	1	-6
Cc1cnc(C(=O)OC(C(=O)c2ccccc2)c2ccccc2)cn1 (stereo unspecified)	-5	6	.	-2	.	1.1	.	6	-1
O=C(CSC1=Nc2ccccc2C2=NC(Cc3c[nH]c4ccccc34)C(=O)N12)NC1CCCCC1 (stereo unspecified)	-5	9	100	-28	2	0.1	10	0	14
CCOC(=O)C1CCN(C(=O)CSc2ccccc2Cl)CC1	-4	0	109	0	7	-1.4	-68	-1	-1
S=c1[nH]nc(-c2ccn[nH]2)n1-c1ccccc1Cl	-4	5	93	-2	-6	3.3	-152	1	1
COC(=O)Cc1ccc(NC(=S)NC2CC2)cc1	-4	6	92	0	-14	-0.5	22	3	9
COc1cc(OC)cc(C(=O)Nc2ccc([N+](=O)[O-])cn2)c1	-6	-4	92	-30	-10	-3.8	-12	6	14
CCC(Oc1ccccc1)C(=O)Nc1ccc(S(=O)(=O)NCC2CCCO2)cc1 (stereo unspecified)	-3	0	97	16	-3	2.6	-4	0	-11
C=CCn1c(CCNC(=O)c2ccccc2F)nnc1SCc1nc2ccccc2c(=O)[nH]1	-6	-4	104	11	5	0.5	14	0	3
CC(=O)Nc1cccc(C(=O)OCC(=O)NC(=O)NC2CCCC2)c1	-1	.	.	5	.	-2.9	.	.	12
COCCOc1cc(N2C(=O)CSCC2=O)c(Cl)cc1Cl	-2	1	93	13	-7	0.7	-4	0	1
O=C(COc1ccccc1C(=O)NCc1ccccc1)Nc1ccccc1	-3	2	.	0	.	-0.9	.	-1	-8
Cc1ccccc1Nc1nc(Nc2ccccc2C)nc(SC2=NCCS2)n1	-11	-3	104	-5	-9	-1.9	12	-3	-2
Cc1cc(NC(=O)C2CCC2)n(-c2ccccn2)n1	-3	5	98	-2	-4	-1.8	-14	2	2
Cc1cc2nc(-c3cccnc3SCC(=O)NCc3ccco3)[nH]c2cc1C	1	-1	110	17	.	0.8	.	-5	-3
Cc1ccc(NC2=NCC(=O)N2CCc2ccccc2)cc1C	-3	4	107	-1	4	1.7	22	-5	2
CCCn1nc(C(=O)NCC(C)(C)N2CCOCC2)c2ccccc2c1=O	5	4	103	-8	-14	-2.9	-106	-3	-3
CCc1cccc(NC(=O)CSCc2nc3sc(C)c(C)c3c(=O)[nH]2)c1	-4	3	.	-5	.	3.5	.	-5	2
CCOc1ccccc1NC(=O)CN(C)S(=O)(=O)c1ccc2[nH]c(=O)oc2c1	-6	-1	102	11	-2	-2.5	6	2	7
O=[N+]([O-])c1ccc(Cl)c(/C=N/n2c(-c3cccnc3)n[nH]c2=S)c1	.	.	97	.	-16	.	-3	-6	.
N=C1C(c2ccccc2)=C(O)CN1c1ccc2c(c1)OCO2	-1	5	86	5	-2	-0.2	-7	-13	2
O=C1NC2(CCCCCC2)C(=O)N1Cc1cccc(Cl)c1	-7	-3	110	3	-10	1.7	52	-1	-9
CC(=O)c1cccc(NC(=O)CSc2nnc(C(C)N(C)C)n2-c2ccc(F)cc2)c1 (stereo unspecified)	-5	4	104	-5	-2	0.0	30	0	-3
CCCCN(CCCNC(=O)C1CCN(S(=O)(=O)N2CCOCC2)CC1)Cc1ccccc1	-3	5	103	8	8	0.4	-13	.	-1
CC1CCCCN1C(=O)COC(=O)C1CCN(S(=O)(=O)c2ccc3c(c2)OCCO3)CC1 (stereo unspecified)	-1	1	.	2	.	0.6	.	0	4
O=C(Nc1cccnc1Cl)c1cc(-c2ccc(Br)cc2)on1	-6	-4	100	-2	-24	0.8	39	-1	7
COc1ccc2oc(C(=O)OCC(=O)N3CC(C)OC(C)C3)c(C)c2c1 (stereo unspecified)	1	5	101	-6	5	2.5	11	3	-2
NS(=O)(=O)c1ccc(CNC(=O)c2sccc2-c2ccccc2)cc1	-1	5	102	-8	2	-2.1	29	-2	-4
COC(=O)c1ccc(-c2ncc[nH]2)cc1	-1	5	107	9	0	0.6	37	5	4
Cn1ccnc1SCC(=O)Nc1nc2c(F)c(F)c(F)cc2s1	-11	2	79	6	-10	0.1	28	2	-2
Cc1nc2cc(C(F)(F)F)ccc2n1CCNc1nc(-c2ccc(F)cc2)cs1	-5	2	103	-2	4	-1.4	10	1	7
CC(C)(C)NC(=O)CSc1nc(O)cc(=O)[nH]1	1	0	94	-5	-4	-2.0	-5	4	7
Cc1nnc(-c2cnn(C)c2N)n1CCCN1CCOCC1	-1	0	111	1	6	-1.1	-4	6	3
CCc1nnc(NS(=O)(=O)c2ccc(NC(=O)COc3ccc4ccccc4c3)cc2)s1	-3	-4	96	9	-6	0.5	37	3	-1
O=C(NCCCN1CCOCC1)c1ccc2c(c1)N(Cc1cccc(F)c1)C(=O)c1ccccc1S2	-10	1	103	-1	-38	2.1	17	-2	-5
CC(C)(CO)NCc1cccs1	-1	-2	105	8	-15	4.1	9	1	5
CC(=NCc1ccccc1)c1ccccc1O	3	.	.	-11	.	1.1	.	.	-1

Bioassay records from PubChem BioAssay.
